Screening data as filed in PubChem.
ERp5 block – ERp5 (human) disulfide isomerase inhibition; Q15084; ERp5 insulin aggregation, absorbance 650 nm, 90 min; inhibition, % at 9.99 µM; actives 0.05% (n = 350,000); AID 651711;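 active means mean replicate inhibition above about 25%, with every replicate also reaching it, limit read from the data, passing the limit was not always enough; inconclusive means only one of those two criteria met; inactive means neither criterion met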
Target sequence (Q15084 whole entry, looked up): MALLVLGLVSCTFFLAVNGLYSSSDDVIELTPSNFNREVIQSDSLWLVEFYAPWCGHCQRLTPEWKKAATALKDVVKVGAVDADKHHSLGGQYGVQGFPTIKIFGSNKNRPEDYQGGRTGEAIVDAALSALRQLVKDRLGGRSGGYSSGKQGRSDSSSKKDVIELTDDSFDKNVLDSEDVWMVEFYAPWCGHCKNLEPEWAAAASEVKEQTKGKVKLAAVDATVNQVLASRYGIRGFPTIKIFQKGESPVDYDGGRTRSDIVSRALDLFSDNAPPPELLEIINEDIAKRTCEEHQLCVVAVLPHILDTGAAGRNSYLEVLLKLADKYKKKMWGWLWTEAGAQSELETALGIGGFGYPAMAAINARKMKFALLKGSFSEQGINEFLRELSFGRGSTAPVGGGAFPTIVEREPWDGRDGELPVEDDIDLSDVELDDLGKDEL
CFTR F508del cor – correctors of CFTR F508del function in bronchial epithelial cells | CFBE cells, YFP halide quenching; stimulated with forskolin plus potentiator P3; % fluorescence drop versus neutral controls | activity (quench increase), % at 7.58 µM | actives 0.36% (n = 350,000);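 active means mean added fluorescence quench of at least 8% versus neutral control, with both replicates also reaching 8%; inconclusive means only one of the mean or replicate conditions met; inactive means mean below 8% and not both replicates reaching 8%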;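 further: cells transiently co-express mutant CFTR-F508del with the halide-sensitive YFP; corrector assay measuring rescue of mutant channel to the surface after 24 h compound exposure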
DENV2 CPE – inhibitors of DENV2 cytopathic effect; DENV2-infected cells, cytopathic effect rescue, plate reader; actives 1.7% (n = 350,000); CPE inhibition, % at 9.99 µM; in the data active means CPE inhibition above about 20%, passing the limit was not always enough; inconclusive means no clear call, values can overlap the other calls; tested in BHK-21 cells;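 further: 0% = median of neutral control wells and 100% = median of positive control wells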
ARNT-TACC3 inh – disrupts binding between human ARNT and TACC3. AlphaScreen His-ARNT PAS-B/GST-TACC3 binding, luminescence; TACC3 fragment carries E629A point mutation. inhibition, % at 9.99 µM. actives 0.66% (n = 390,000). AID 623870;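 active means mean inhibition of replicates at least 50% and at least half of replicates each reaching 50%; inconclusive means half or more replicates reach 50% but mean below 50%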;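 further: 0% = complete ARNT plus TACC3 wells and 100% = ARNT alone without TACC3; many hits fall short of the cut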
PAX8 reporter – lowers PAX8-driven luciferase in RMG-I cells. inhibition, % at 12.6 µM. RMG-I TPO-luciferase reporter, SteadyGlo, 24 h. actives 1.2% (n = 360,000). AID 652154;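 active means mean replicate inhibition at least 60% with every replicate also reaching 60%; inconclusive means only one of the two criteria is met; inactive means mean below 60% and not all replicates reaching 60%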;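 further: luciferase light reporting Pax8 driven TPO promoter activity; plate controls were median of neutral control wells for no effect and mitoxantrone controls for full effect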
Xi reactivation – X-chromosome reactivation activator; activation, % at 7.58 µM; actives 0.055% (n = 360,000); AID 743238; XiGFP mouse fibroblasts, % GFP-positive cells imaging, 3 d; cells co-treated with 5-aza-dC sensitizer; scaled so ellipticine positive control = 100%;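 active means mean normalized replicate activation at least 10% and every replicate at or above 10%; inconclusive means only one of the two criteria met; inactive means mean below 10% and not all replicates reach 10%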;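 further: 0% = median of on-plate neutral control wells and 100% = ellipticine 6 µM median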
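assay system = SV40-immortalized XiGFP fibroblast cells, line 68-5-11 | buffer or medium = DMEM plus 5-aza-dC sensitizer | doses = single-point pinned compound dosing | times = 3-day compound exposure, then 15 min fixation at room temperature | benchmarks = positive control ellipticine, 6 µM final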
GSIS activator – GLuc luminescence reporter in INS-1E cells, primary screen for activators of glucose-dependent secretion of insulin. activation, % at 16.6 µM. AID 743287. INS-1E GLuc reporter insulin secretion, 2-3 h. actives 0.61% (n = 370,000);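 active means lowest replicate activation of at least 40%, so every replicate reaches that level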;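 further: 0% = median of neutral control wells and 100% = median of IBMX positive control wells; some compounds called inactive have numbers as strong as hits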
EWS-Fli block – blocks EWS/Fli oncoprotein-driven transcription; actives 0.67% (n = 350,000); A673 NR0B1-luciferase reporter, viability-normalised; AID 651661; inhibition, % at 12.6 µM;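 active means mean inhibition of at least 50% after viability correction, with every replicate also passing that limit; inconclusive means mean reaches 50% but only one of two replicates passes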;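 further: firefly luciferase signal divided by Alamar Blue viability fluorescence both relative to DMSO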
Numbers without * were called inactive; u = inconclusive; x = not tested or not shown; & = joins results of further samples.

SMILES	ERp5 block	CFTR F508del cor	DENV2 CPE	ARNT-TACC3 inh	PAX8 reporter	Xi reactivation	GSIS activator	EWS-Fli block
CC1CCCCN1C(=O)CN1CCC(c2nc3ccc(Cl)cc3[nH]2)CC1 (stereo not drawn)	-2	1.6	2	3	0	0.1	-11	0
Cc1ccc(S(=O)(=O)N(C)C[C@H]2OCCCC[C@H](C)Oc3ccc(NS(C)(=O)=O)cc3C(=O)N([C@@H](C)CO)C[C@H]2C)cc1	0	0.6	14	-6	-23	0.2	-6	-1
COCC(=O)N1CCC2(CC1)CN(C(=O)Nc1ccccc1F)[C@@H](CO)c1[nH]c3cc(OC)ccc3c12	7	0.6	-11	x	x	0.3	5	-16
Clc1ccc(C2=NNC(=NCc3ccccc3)SC2)cc1	2	3.2	-8	-12	-6	-0.1	-23	1
O=C(NCc1ccccc1)c1ccc(C(=O)NCc2ccccc2)cc1	-1	-1.9	-2	-1	x	0.0	11	-14
CN(C)CCN(C(=O)/C=C/c1cccs1)c1nc2c(F)cc(F)cc2s1	x	x	x	0	97*	-0.1	-7	x
CC(C)(C)C(=O)Nc1ccc(NC(=O)C(C)(C)C)cc1	-5	-3.5	3	-2	-20	-0.2	13	-14
COc1ccc(NC(=S)Nc2cccc(C)n2)cc1	1	-3.1	0	-9	-30	0.1	12	-9
CCOc1ccccc1N1CCN(C(=O)c2c(CC)noc2C)CC1	0	4.7	-4	x	x	0.0	23	6
Cn1cnc(S(=O)(=O)N[C@H]2CC[C@@H](CC(=O)NCC3CC3)O[C@@H]2CO)c1	1	3.7	-3	x	x	-0.3	7	-3
O=C(NC1C2CC3CC(C2)CC1C3)C1CCCCC1 (stereo not drawn)	1	-0.1	1	-3	-10	-0.1	4	16
C[C@H]1CN([C@@H](C)CO)C(=O)c2cc(NC(=O)CCCCCC(=O)Nc3ccccc3N)ccc2O[C@H]1CN(C)Cc1ccncc1	16	0.4	-13	4	x	-0.3	-1	-5
NS(=O)(=O)c1ccc(NC(=S)Nc2nn(Cc3ccc(Cl)cc3Cl)cc2Cl)cc1	x	x	x	-6	5	0.3	5	x
CCCC#Cc1ccc([C@@H]2[C@@H](CO)N3CCCCN(CCC)C[C@@H]23)cc1	4	1.0	4	8	4	0.0	-7	6
Cc1c(NC(=O)C(C)OC(=O)c2nc(Cl)ccc2Cl)c(=O)n(-c2ccccc2)n1C (stereo not drawn)	-2	-2.0	-6	-6	5	0.3	-1	-3
COc1ccc(Nc2nc(-c3sc(C)nc3C)cs2)cc1	7	9.1*	-4	6	1	0.9	-2	-34
Cc1ccc(S(=O)(=O)N2[C@@H](CO)CO[C@H]2CC(=O)c2cccc3ccccc23)cc1	0	0.7	-1	x	-30	0.1	-42	6
CCC(C)NC(=O)c1cn(-c2cccc(OC)c2)c(=O)c2ccccc12 (stereo not drawn)	0	x	6	1	-2	0.4	2	-7
CCCc1nc2c(c(=O)c3ccccc3n2C)c(=O)n1C1CCCCCC1	-1	x	-1	3	-40	-0.1	x	-11
COc1ccc(NC(=O)CC2C(=O)N(C)C(=S)N2Cc2cccs2)cc1 (stereo not drawn)	-1	-0.3	-1	3	35	0.0	-22	6
CN(C)S(=O)(=O)c1cccc(NC(=O)COC(=O)COc2ccc(Br)cc2)c1	2	-0.7	-5	-2	-9	0.1	x	7
Cc1c(Cl)cccc1NC(=S)/C(=C(\[O-])c1ccc(Cl)s1)[n+]1ccccc1	x	x	x	12	-2	0.2	-6	x
CCn1c(-c2cccnc2Cl)nc2cc(C)c(C)cc21	x	x	x	-4	3	0.0	25	x
CS(=O)(=O)N1CCN(c2ccc([N+](=O)[O-])c3cccnc23)CC1	6	-1.6	-5	-20	-16	-0.1	x	-2
CC(C)CCNC(=O)C1CC2Cn3c(nc4cc(Cl)c(Cl)cc43)C2N1C (stereo not drawn)	3	-1.6	4	-4	15	0.0	-20	4
C[C@@H]1CN([C@H](C)CO)C(=O)c2cc(NC(=O)C3CCCCC3)ccc2O[C@@H]1CN(C)Cc1ccncc1	6&0	-2.2&-1.1	6&3	-1&-3	13	0.1&0.0	3&-10	-5&-15
CC(C)(C)c1ccc(N2C(=N)SCC2=O)cc1	8	2.0	2	0	38	0.2	19	-8
Cc1cccc(C(=O)NC2CCN(S(=O)(=O)c3cccc(F)c3)CC2)c1	-8	2.8	-1	-1	26	0.0	-2	2
Cn1c(CNC(=O)CNC(=O)Cc2ccc(F)cc2)cc(=O)n(C)c1=O	-4	0.1	3	3	4	0.2	0	1
CC(C)C[C@H]1CN=C(Nc2ccccc2)N1CC(C)C	-1	-0.3	-8	-6	-8	-0.1	-2	-6
COc1ccc2c(c1O)-c1ccccc1CCN(C)C2	7	-0.8	-12	-2	x	x	7	0
C[C@@H]1CN([C@@H](C)CO)C(=O)c2cc(NC(=O)NC3CCCCC3)ccc2O[C@@H]1CN(C)C(=O)Nc1ccccc1	12	-0.8	-3	2	-5	0.0	-16	-9
COc1ccc(NC(=O)NC23CC4(C)CC(C)(CC(C)(C4)C2)C3)cc1	x	x	x	-5	8	0.0	-19	x
O=C(C[C@H]1CC[C@@H](NC(=O)CCN2CCCCC2)[C@H](CO)O1)Nc1ccccc1	0	-3.4	10	x	-44	-0.2	13	-3
COC(=O)C[C@@H]1CC[C@@H]2[C@H](COc3ccc(NS(=O)(=O)c4ccccc4Cl)cc3C(=O)N2C)O1	-2	x	u	-3	6	0.1	-5	8
O=C(c1c[nH]c2ccc(F)cc2c1=O)N1CCCCCC1	2	2.4	x	-5	x	x	8	1
C[C@@H]1CN([C@H](C)CO)C(=O)Cc2cc(NC(=O)Nc3ccc(F)cc3)ccc2O[C@H]1CN(C)Cc1ccc(C(=O)Nc2ccccc2N)cc1	13	1.9	-5	x	-7	-0.4	14	x
Cc1ccc(NC(=O)[C@H](Cc2ccccc2)NC(=O)C2CCNCC2)cc1	-2	1.0	-5	3	-1	0.1	5	3
COc1ccc2c3c(n(C)c2c1)[C@H](CO)N(C(=O)Nc1ccc(F)cc1)CC31CCN(S(=O)(=O)c2cccs2)CC1	2	1.0	-10	x	x	0.2	22	12
CCS(=O)(=O)Nc1ccc2c(c1)C(=O)N(C)[C@@H]1CC[C@@H](CC(=O)NCc3ccc(OC)cc3)O[C@@H]1CO2	4	1.0	18	-3	16	0.0	2	-1

Limited to DENV2 CPE and Xi reactivation (4 entries from above):
canonical_smiles	DENV2 CPE	Xi reactivation
Cc1c(Cl)cccc1NC(=S)/C(=C(\[O-])c1ccc(Cl)s1)[n+]1ccccc1	x	0.2
CCn1c(-c2cccnc2Cl)nc2cc(C)c(C)cc21	x	0.0
CS(=O)(=O)N1CCN(c2ccc([N+](=O)[O-])c3cccnc23)CC1	-5	-0.1
CC(C)CCNC(=O)C1CC2Cn3c(nc4cc(Cl)c(Cl)cc43)C2N1C (stereo not drawn)	4	0.0

3 entries out of the list above, sorted by the value under ERp5 block, lowest first.
compound	ERp5 block	CFTR F508del cor	DENV2 CPE	ARNT-TACC3 inh	GSIS activator
Cc1cccc(C(=O)NC2CCN(S(=O)(=O)c3cccc(F)c3)CC2)c1	-8	2.8	-1	-1	-2
CS(=O)(=O)N1CCN(c2ccc([N+](=O)[O-])c3cccnc23)CC1	6	-1.6	-5	-20	x
CC(C)(C)c1ccc(N2C(=N)SCC2=O)cc1	8	2.0	2	0	19

Further results:
SMILES	ERp5 block	CFTR F508del cor	DENV2 CPE	ARNT-TACC3 inh	PAX8 reporter	Xi reactivation	GSIS activator	EWS-Fli block
CCOc1ccc(C(C)NC(=S)NC2CCCCC2)cc1 (stereo not drawn)	7	2.6	-5	21	2	-0.8	0	-5
CCN1CCN(CCCNc2ncnc3nc[nH]c23)CC1	-2	-1.2	7	-11	7	0.2	19	-8
O=C(CN1C2CCCC1CC(NC(=O)C1CCCCC1)C2)Nc1ccccc1 (stereo not drawn)	3	1.3	u	-3	-9	0.3	-8	-3
O=C(NCC(F)(F)F)[C@H]1[C@H](CO)[C@H]2Cn3c(cccc3=O)[C@@H]1N2CC1CC1	-1	-0.1	0	9	x	0.2	5	-3
CCc1ccc(-n2nc3cc(C)c(N)cc3n2)cc1	4	-0.3	5	4	-28	0.0	x	25
COc1ccc(C#Cc2ccc3c(c2)[C@@H]2[C@@H](CCN2C(=O)c2ccccc2F)[C@@H](CO)N3C)cc1	8	-0.2	7	15	-15	0.2	14	-8
CC(=O)c1ccc(Nc2cc(C)nc3c(C)cc(C)cc23)cc1	1	17*	3	-25	20	0.1	11	16
O=C(C[C@H]1C[C@@H]2c3cc(NC(=O)c4ccc5c(c4)OCO5)ccc3O[C@@H]2[C@H](CO)O1)NCCc1ccccc1	0	-0.1	3	-8	7	0.6	4	-1
Cc1ccc(S(=O)(=O)N2[C@H](CC(=O)c3cccc4ccccc34)OC[C@@H]2C)cc1	-3	-3.1	u	x	-7	0.0	-13	0
C[C@H](NC(=O)[C@H]1N[C@H]2c3ccc(C4=CCCCC4)c(=O)n3C[C@H]2[C@@H]1CO)c1ccccc1	0	0.7	3	-6	x	0.2	-8	1
Cc1cn([C@H]2C[C@H](O)[C@@H](/C=C/C(=O)NCCc3cccnc3)O2)c(=O)[nH]c1=O	-2	-0.4	-4	x	0	0.1	4	0
Cc1cc(C)cc(NC(=O)NCC(O)COc2ccc([N+](=O)[O-])cc2)c1 (stereo not drawn)	-2	0.6	-6	0	-8	-0.1	-8	9
CCOC(=O)c1[nH]c2ccc(F)cc2c1NC(=O)CCN1CCOCC1	-3	x	-5	x	0	-0.1	29	0
N#C/C(=C\c1cccnc1)C(=O)Nc1cccc2ccccc12	-5	x	11	-2	5	-0.1	x	-5
CC(=O)c1ccccc1C(=O)NCc1cccnc1	x	x	x	-3	-3	0.0	8	x
Cc1ccc(S(=O)(=O)N[C@@H]2C=C[C@H](CC(=O)NC3CCCCC3)O[C@@H]2CO)cc1	-2	0.4	0	-11	7	-0.1	5	-4

Some values from the entries so far:
In Xi reactivation, CCC(C)NC(=O)c1cn(-c2cccc(OC)c2)c(=O)c2ccccc12 (stereo not drawn) reads 0.4
In GSIS activator, Cn1cnc(S(=O)(=O)N[C@H]2CC[C@@H](CC(=O)NCC3CC3)O[C@@H]2CO)c1 reads 7

Entries of single compounds from above:
Cc1c(Cl)cccc1NC(=S)/C(=C(\[O-])c1ccc(Cl)s1)[n+]1ccccc1 in the list: ERp5 block: x; CFTR F508del cor: x; DENV2 CPE: x; ARNT-TACC3 inh: 12; PAX8 reporter: -2; Xi reactivation: 0.2; GSIS activator: -6; EWS-Fli block: x
O=C(NC1C2CC3CC(C2)CC1C3)C1CCCCC1 (stereo not drawn) in the list: ERp5 block: 1; CFTR F508del cor: -0.1; DENV2 CPE: 1; ARNT-TACC3 inh: -3; PAX8 reporter: -10; Xi reactivation: -0.1; GSIS activator: 4; EWS-Fli block: 16
